FLuc inh – blocks purified firefly luciferase enzyme activity. P08659. purified P. pyralis luciferase, luminescence, biochemical. Potency, µM (highest dose often 115 µM), for inactives: at the highest dose activity change, negative = inhibition, usual class: inhibitors. actives 2.5% (n = 76,000). AID 1347043; further: potency means the concentration at half of the fitted maximal effect; nearly all actives have a fitted effect of over 65% in size
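Cell-free enzyme assay, 10nM P. pyralis luciferase, luciferin and ATP each at 10uM. Inhibition profiled over a 6-point titration, read as luminescence.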
GPT2 inhibitor – blocks human glutamate pyruvate transaminase 2 | Q8TD30 | Recombinant GPT2, coupled pyruvate oxidase/HRP Amplex Red fluorescence | Potency, µM (series often up to 57.7 µM), for the others: top-dose activity change, negative = inhibition, most hits filed as inhibitors | actives 0.25% (n = 100,000); further: potency means the concentration at half of the fitted maximal effect; nearly all actives have a fitted effect of over 60% in size; many of its hits are not listed in these tables
Target sequence (Q8TD30 whole entry, looked up): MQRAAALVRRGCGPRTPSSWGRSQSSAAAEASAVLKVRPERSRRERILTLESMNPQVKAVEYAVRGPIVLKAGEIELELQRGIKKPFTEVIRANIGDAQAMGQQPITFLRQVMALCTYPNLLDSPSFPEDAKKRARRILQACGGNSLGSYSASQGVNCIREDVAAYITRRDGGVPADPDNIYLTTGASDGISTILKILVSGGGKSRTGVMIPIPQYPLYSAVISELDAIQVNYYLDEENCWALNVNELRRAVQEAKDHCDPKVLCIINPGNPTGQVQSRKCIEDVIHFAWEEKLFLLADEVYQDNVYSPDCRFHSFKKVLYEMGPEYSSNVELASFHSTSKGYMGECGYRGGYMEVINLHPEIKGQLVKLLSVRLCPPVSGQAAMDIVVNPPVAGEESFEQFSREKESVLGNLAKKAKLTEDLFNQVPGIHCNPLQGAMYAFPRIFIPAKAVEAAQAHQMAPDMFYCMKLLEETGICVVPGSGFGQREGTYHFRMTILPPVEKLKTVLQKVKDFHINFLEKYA
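Fluorescence of coupled pyruvate oxidase/HRP/Amplex Red system (50uM Amplex, 30 min, dark) reports pyruvate formed by GPT2. Enzyme reaction: 10ng/uL GPT2, 2mM L-alanine, 250uM a-KG, 30 min room temperature, pH 7.5; 50uM AOA control.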
HEK293 viab – reduces viability of HEK-293 SNCA reporter cells | actives 0.12% (n = 150,000) | Potency, µM (titrated, usually from 57.1 µM), without a hit: top-dose activity change, negative = cytotoxicity, usual class: cytotoxic | HEK-293-SNCA-luc viability, GF-AFC fluorescence, 24 h | AID 1671193;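 further: potency means the concentration at half of the fitted maximal effect; 0% = DMSO-treated cells and -100% = medium-only wells without cells; nearly all actives have a fitted effect of over 30% in size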
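HEK-293-SNCA-luc cells (1500/well) plated 24 h, then exposed 24 h to a dilution series; GF-AFC added 30 min at 37C, fluorescence 405/540 nm; normalised to medium-only and DMSO wells, Hill fit.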
NIH3T3 tox – NIH 3T3 cell cytotoxicity | NIH 3T3 viability, CellTiter-Glo ATP luminescence, 48-72 h | Potency, µM (top dose mostly 96.7 µM), for the others: at the highest dose activity change, negative = cytotoxicity, most hits filed as inhibitors | actives 4.3% (n = 94,000) | AID 1345082; further: potency means the concentration at half of the fitted maximal effect; nearly all actives have a fitted effect of over 55% in size
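Cytotoxicity was measured by CellTiter-Glo ATP luminescence after 48 or 72 h compound exposure at 37 °C. Mouse NIH 3T3 fibroblasts were seeded at 400 cells/well and dosed by 23 nL pin transfer.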
HEK cytotox – kills HEK 293 cells | HEK 293 viability, ATP luminescence (CellTiter-Glo), 48-72 h | Potency, µM (highest dose often 115 µM), for inactives: top-dose activity change, negative = cytotoxicity, hits mostly inhibitors | actives 6.6% (n = 94,000) | AID 1345083; further: potency means the concentration at half of the fitted maximal effect; nearly all actives have a fitted effect of over 60% in size
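HEK 293 seeded at 250 cells/well receive compound via pintool. After 48 or 72 hr at 37 degree Celsius, 5% CO2 and 95% humidity, CellTiter-Glo is dispensed and luminescence read following 10 min at room temperature.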
IP6K1 inhibitor – blocks human inositol hexakisphosphate kinase 1; Q92551; IP6K1 kinase, ADP-Glo luminescence, 2 h; active compounds read low; activity change, % (series mostly up to about 58 µM); actives 0.81% (n = 140,000); AID 1645851; in the data active means activity change below about -25%
Target sequence (Q92551 whole entry, looked up): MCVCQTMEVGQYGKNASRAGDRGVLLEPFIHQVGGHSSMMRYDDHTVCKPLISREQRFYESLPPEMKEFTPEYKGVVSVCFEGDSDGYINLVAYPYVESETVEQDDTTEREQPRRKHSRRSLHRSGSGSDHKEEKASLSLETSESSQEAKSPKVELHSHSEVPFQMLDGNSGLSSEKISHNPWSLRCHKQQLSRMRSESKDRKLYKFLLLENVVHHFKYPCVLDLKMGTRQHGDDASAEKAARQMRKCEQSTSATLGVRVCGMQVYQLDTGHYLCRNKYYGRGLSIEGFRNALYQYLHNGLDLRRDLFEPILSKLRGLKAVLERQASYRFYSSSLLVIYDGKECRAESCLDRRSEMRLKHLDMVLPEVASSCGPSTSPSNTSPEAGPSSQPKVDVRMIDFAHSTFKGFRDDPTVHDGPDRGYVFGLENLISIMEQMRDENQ
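ADP-Glo luminescence measures ADP made by human IP6K1 during a 2 h RT reaction with ATP/IP6 (mix at 1.3 mM/130 uM); top library doses 57.5 and 19.1 uM final.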
SNCA expr inh – inhibitors of alpha-synuclein (SNCA) gene expression | actives 0.17% (n = 140,000) | HEK-293 SNCA-luciferase knock-in, luminescence, 24 h | Potency, µM (doses to about 57.2 µM), for inactives: top-dose activity change, negative = inhibition, most hits filed as inhibitors;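 further: potency means the concentration at half of the fitted maximal effect; plate controls were DMSO cells for no effect and cell-free wells for full effect; nearly all actives have a fitted effect of over 45% in size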
The depositor's hits bear a star; i = inactive; ? = inconclusive; . = not tested or not shown; [ ] = remark or other dose. Unless noted, the call rests on the fitted dose curve; in most records, active means well fitted curve in the direction sought with a large enough effect; inconclusive means small, poorly fitted or top-dose-only effect, or another doubt; inactive means no such curve, though single readings can be large; an effect the other way counts as inactive or inconclusive. Unless noted, on the % scale 0 is the no-effect control and ±100 the full control effect. The list is partial; the hit share may differ from the screen's.

Assay codes: A = FLuc inh; B = GPT2 inhibitor; C = HEK293 viab; D = NIH3T3 tox; E = HEK cytotox; F = IP6K1 inhibitor; G = SNCA expr inh
[1] O=C(CN1CC2CC(C1)[C@H]1CCCC(=O)N1C2)N1CCSCC1 (some centres undefined)
  A = 2% | B = -3% | C = 0% | D = i | E = 3% | F = 11 | G = ?

[2] CC1(C(=O)NCc2cccs2)CCCCC(=O)N1 (centres undefined)
  A = 5% | B = i | C = 12% | D = i | E = 1% | F = 25 | G = -24%

[3] O[C@H]1[C@H](NCc2ccncc2)[C@H]2CO[C@H](O2)[C@@H]1N1CCN(c2ccccc2)CC1
  A = -6%[172 µM] | B = i | C = 4%[87.6 µM] | D = ? | E = -31%[172 µM] | F = -4 | G = -13%[87.6 µM]

[4] COc1cccc(CN2c3ccccc3-c3nc(SCC(=O)Nc4cccc(C)c4)ncc3S2(=O)=O)c1
  A = . | B = . | C = 2% | D = . | E = . | F = 2 | G = 24%

[5] COc1ccccc1CCNC(=O)CCn1c(=O)c2cccn2c2ccc(F)cc21
  A = . | B = . | C = ? | D = . | E = . | F = -1 | G = 6%

[6] Cn1c(=O)c2sccc2n2c(CCC(=O)NCc3ccc(Cl)cc3)nnc12
  A = . | B = . | C = -1% | D = . | E = . | F = 8 | G = -10%

[7] CCCCOc1nc(N)c2c(n1)N(Cc1cccc(CN3CCCC3)c1)CC(=O)N2
  A = . | B = i | C = -9% | D = . | E = . | F = -8 | G = .

[8] CC(C)(C)C(=O)N1CC[C@@H](CC(=O)O)[C@@H](CC2=NCCc3cc(F)ccc32)C1
  A = -7%[172 µM] | B = ? | C = -6%[87.6 µM] | D = -21%[174 µM] | E = -29%[172 µM] | F = 19 | G = -18%[87.6 µM]

[9] COc1ccc(-c2cc(OC(=O)c3cccc(C)c3)c3c(C)oc(C)c3c(=O)c2)cc1
  A = . | B = . | C = -9% | D = . | E = . | F = -8 | G = 3%

[10] O=C(NCCc1ccc(Cl)cc1)c1ccc(CSCc2cccc(Cl)c2)o1
  A = . | B = . | C = 0% | D = . | E = . | F = 32 | G = -19%

[11] Cc1ccc(NC(=O)C(Cc2ccccc2)NS(=O)(=O)c2ccc3c(c2)oc(=O)n3C)cc1C (centres undefined)
  A = . | B = . | C = 0% | D = . | E = . | F = -7 | G = 39%[activator]

[12] Cc1csc2nc(COC(=O)c3ccc(NC(=O)COc4ccccc4F)cc3)cc(=O)n12
  A = . | B = . | C = 7% | D = . | E = . | F = 25 | G = -16%

[13] CCc1ccc2occ(CC(=O)Nc3ccc(C)c(C)c3)c2c1
  A = . | B = . | C = 1% | D = . | E = . | F = -23 | G = 42%[activator]

[14] CCOc1ccc(-c2cc3c(=O)n(CCNC(=O)c4ccc(C)c(C)c4)ccn3n2)cc1
  A = -10% | B = i | C = 2% | D = -10% | E = 3% | F = -6 | G = 33%[activator]

[15] COC[C@@H]1CN(Cc2c(F)cccc2Cl)C[C@H]1C(=O)NC1CC1
  A = -12% | B = i | C = ? | D = -18% | E = -6% | F = -2 | G = -2%

[16] CS(=O)(=O)Nc1cc(-c2noc([C@@H]3CCCN3C3CCOCC3)n2)ccn1
  A = -4%[172 µM] | B = 1%[88.5 µM] | C = -3%[87.6 µM] | D = -17%[174 µM] | E = 1%[172 µM] | F = 4 | G = -4%[87.6 µM]

[17] CC(C)NC(=O)Nc1ccc([C@H]2OCC(=O)N(Cc3cccnc3)[C@@H]2CO)cc1
  A = -25%[172 µM] | B = -2%[88.5 µM] | C = -3%[87.6 µM] | D = -8%[174 µM] | E = -5%[172 µM] | F = 2 | G = -4%[87.6 µM]

[18] Cc1cc(F)ccc1OCC(=O)c1ccc2c(c1)N(CC(=O)NC1CCCCC1)C(=O)CO2
  A = -15% | B = i | C = -26% | D = -21% | E = -30% | F = 31 | G = 23%

[19] CN1CCN(c2ccc3nnc(-c4cc(C(=O)Nc5cccc(Cl)c5)ccn4)n3n2)CC1
  A = -11% | B = 0% | C = -1% | D = ? | E = ? | F = -21 | G = 1%

[20] CN(Cc1ccco1)S(=O)(=O)c1nnc(NC(=O)c2ccccc2)s1
  A = . | B = . | C = 9% | D = . | E = . | F = -8 | G = 56%[activator]

[21] CC(C)CN1CCN(C2CCOC3(CCN(S(=O)(=O)Cc4ccccc4)CC3)C2)CC1 (centres undefined)
  A = . | B = 2% | C = -5% | D = -11% | E = i | F = 7 | G = -19%

[22] O=C1CCN(C(=O)CN2CCCCCC2)CCCC(c2nc(-c3cccnc3)no2)CCN1 (centres undefined)
  A = 5% | B = i | C = 0% | D = -8% | E = 3% | F = 23 | G = 8%

[23] CN(C)c1cccc(C(=O)N2CCC(c3ccncc3)CC2)c1
  A = . | B = . | C = -8% | D = . | E = . | F = 19 | G = -1%

[24] O=C(/C=C/c1ccccc1)Nc1nc2n(n1)C(c1ccc(F)cc1)C=C(c1ccccc1)N2 (centres undefined)
  A = . | B = . | C = 14% | D = . | E = . | F = -7 | G = 9%

[25] CCN(CCCNC(=O)C1CCN(c2cn[nH]c(=O)c2)C1)c1ccccc1 (centres undefined)
  A = 0% | B = i | C = 9% | D = -13% | E = -1% | F = 13 | G = -12%

[26] C[C@H](NC(=O)C(C)(C)Oc1ccc(C(F)(F)F)cn1)[C@@H](Cc1ccc(Cl)cc1)c1cccc(C#N)c1
  A = . | B = i | C = -26% | D = . | E = . | F = -1 | G = .

[27] CN1CC[C@H]2CN(C(=O)c3scc4c3OCCO4)C[C@@]2(C(=O)O)C1
  A = -2% | B = 3% | C = 5% | D = 4% | E = 0% | F = 7 | G = -2%

[28] O=C1c2c(nc(COc3ccc4c(c3)OCO4)n2Cc2ccccc2)NCCN1CCOc1ccccc1
  A = 1% | B = -7% | C = -24% | D = ? | E = 40µM* | F = -9 | G = -21%

[29] O=C(Nc1nnc(S(=O)(=O)N2CCCCCC2)s1)c1ccccc1
  A = . | B = . | C = 3% | D = . | E = . | F = 1 | G = 67%[activator]

[30] Cc1cc(-c2ccc(S(=O)(=O)Nc3cccc(C(F)(F)F)c3)s2)on1
  A = . | B = . | C = 1% | D = . | E = . | F = -8 | G = -11%

[31] CCC(C)NC(=O)C1COC2(CCN(C(=O)c3cccc(C)c3)CC2)N1C(=O)c1ccc(OC)cc1 (centres undefined)
  A = -3% | B = 4% | C = -5% | D = -28% | E = -14% | F = 0 | G = -13%

[32] O=C(c1cccnc1)N1CCC2(CC1)C(=O)NN=C2c1ccccn1
  A = -2%[172 µM] | B = i | C = -23%[87.6 µM] | D = -14%[138 µM] | E = -17%[172 µM] | F = 13 | G = -10%[87.6 µM]

[33] Cc1ccsc1C(=O)N1C[C@@H](Oc2cccnc2)C[C@@H]1C(=O)N1CCOCC1
  A = -2% | B = i | C = -8% | D = -2% | E = ? | F = 21 | G = -8%

[34] C[C@@H]1CN(CC(=O)NCCc2ccc(F)cc2)CC[C@@]1(O)C1CC1
  A = 12% | B = -10% | C = -1% | D = -11% | E = -9% | F = -7 | G = -9%

[35] COc1ccc(OC)c(S(=O)(=O)N2CC(c3nc(CCN(C)C(C)=O)no3)C2)c1
  A = . | B = -3% | C = 6% | D = -27% | E = -20% | F = 8 | G = 8%

[36] O=C1N(Cc2ccc(F)c(F)c2)CCCC12CCN(c1nc3ccccc3o1)C2 (centres undefined)
  A = 40µM* | B = i | C = -14% | D = 40µM* | E = ? | F = 13 | G = 26%

[37] O=C(NC1CCN(c2nccc(Nc3ccccc3F)n2)CC1)c1ccccc1F
  A = . | B = -10% | C = -11%[12.5 µM] | D = ? | E = ? | F = -9 | G = 10%

[38] O=C(c1cnc(Cc2c(Cl)cccc2Cl)[nH]c1=O)N1CCCCC1
  A = -4% | B = 0% | C = -13% | D = -3% | E = -1% | F = 5 | G = -5%

[39] COc1ccc(NC(=O)C2=C(C)Nc3nc(SC)nn3C2c2cc(OC)ccc2OC)cc1 (centres undefined)
  A = . | B = . | C = -26% | D = . | E = . | F = 0 | G = 34%[activator]

[40] O=C(c1ccccc1)N1CCN(Cc2ccc(=O)n(CC3CC3)c2)CC1
  A = -5% | B = 0% | C = 3% | D = -19% | E = -10% | F = 2 | G = -11%

[41] CN1CCCCCC(O)c2cc(C(=O)NC3CCCCC3)ccc21 (centres undefined)
  A = -12% | B = 1% | C = 2% | D = -22% | E = -25% | F = -9 | G = 3%

[42] COCC(=O)N1CCCC(c2noc(COc3ccccc3)n2)C1 (centres undefined)
  A = -24% | B = i | C = -12%[12.5 µM] | D = -8% | E = 4% | F = 16 | G = 62%[activator]

[43] COc1ncccc1-c1cn(C)c(=O)n2cc(CNc3ccccc3)nc12
  A = ? | B = ? | C = -4%[87.6 µM] | D = ? | E = ? | F = -21 | G = 49%[activator][87.6 µM]

[44] CCOc1ccc(C(=O)c2cn(Cc3cccc(OC)c3)c3cc4c(cc3c2=O)OCO4)cc1
  A = . | B = . | C = ? | D = . | E = . | F = -9 | G = -15%

[45] Cc1nc(C)c(-c2ccc(SCC(=O)Nc3ccc(F)c(F)c3)nn2)s1
  A = . | B = . | C = -21% | D = . | E = . | F = 1 | G = 26%

[46] CNC(=O)c1cc(C2CC2)nc2onc(C3CCCN3C(=O)c3ccc(C)cc3)c12 (centres undefined)
  A = . | B = . | C = . | D = -10% | E = i | F = 0 | G = .

[47] Cc1ccc(CC(=O)NCCc2noc(C3CC3)n2)cc1
  A = -2% | B = 3% | C = 2% | D = -4% | E = 5% | F = 3 | G = 27%

[48] O=C1NCCN1C1CCN(Cc2ccccc2)CC1
  A = 2%[172 µM] | B = i | C = -3%[87.6 µM] | D = -7%[138 µM] | E = -3%[172 µM] | F = 15 | G = ?

Gathered by group, those above with a Cl atom (6)
Assay codes: A = FLuc inh; B = GPT2 inhibitor; C = HEK293 viab; D = NIH3T3 tox; E = HEK cytotox; F = IP6K1 inhibitor; G = SNCA expr inh
[6] Cn1c(=O)c2sccc2n2c(CCC(=O)NCc3ccc(Cl)cc3)nnc12
  A = . | B = . | C = -1% | D = . | E = . | F = 8 | G = -10%

[10] O=C(NCCc1ccc(Cl)cc1)c1ccc(CSCc2cccc(Cl)c2)o1
  A = . | B = . | C = 0% | D = . | E = . | F = 32 | G = -19%

[15] COC[C@@H]1CN(Cc2c(F)cccc2Cl)C[C@H]1C(=O)NC1CC1
  A = -12% | B = i | C = ? | D = -18% | E = -6% | F = -2 | G = -2%

[19] CN1CCN(c2ccc3nnc(-c4cc(C(=O)Nc5cccc(Cl)c5)ccn4)n3n2)CC1
  A = -11% | B = 0% | C = -1% | D = ? | E = ? | F = -21 | G = 1%

[26] C[C@H](NC(=O)C(C)(C)Oc1ccc(C(F)(F)F)cn1)[C@@H](Cc1ccc(Cl)cc1)c1cccc(C#N)c1
  A = . | B = i | C = -26% | D = . | E = . | F = -1 | G = .

[38] O=C(c1cnc(Cc2c(Cl)cccc2Cl)[nH]c1=O)N1CCCCC1
  A = -4% | B = 0% | C = -13% | D = -3% | E = -1% | F = 5 | G = -5%

Bioassay records from PubChem.
